# Screening data from PubChem.
# GBA activity up: enhancers of human beta-glucosidase activity in Gaucher fibroblasts; P04062; L444P Gaucher fibroblasts, 4-MU-glucoside fluorescence, 3 days; activation, % at 10 µM; actives 0.44% (n = 30,000); AID 784; in the data active = activation above about 65%;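 also: 0% = vehicle wells and 100% = positive control wells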
# Target sequence (P04062 whole entry L483P): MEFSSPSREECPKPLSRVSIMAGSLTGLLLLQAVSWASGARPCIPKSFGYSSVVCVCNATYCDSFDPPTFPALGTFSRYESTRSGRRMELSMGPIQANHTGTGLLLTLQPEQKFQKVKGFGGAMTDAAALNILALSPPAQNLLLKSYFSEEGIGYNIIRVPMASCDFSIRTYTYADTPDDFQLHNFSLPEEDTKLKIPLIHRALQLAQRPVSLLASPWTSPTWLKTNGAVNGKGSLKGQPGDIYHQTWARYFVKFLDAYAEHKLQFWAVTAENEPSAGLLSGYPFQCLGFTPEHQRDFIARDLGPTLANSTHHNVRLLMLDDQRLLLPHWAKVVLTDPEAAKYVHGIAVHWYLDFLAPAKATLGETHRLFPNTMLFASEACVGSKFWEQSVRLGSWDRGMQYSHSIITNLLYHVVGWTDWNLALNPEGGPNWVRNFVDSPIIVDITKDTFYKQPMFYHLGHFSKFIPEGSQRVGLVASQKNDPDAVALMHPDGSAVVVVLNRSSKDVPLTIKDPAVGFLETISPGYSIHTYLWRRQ
# An asterisk follows results filed as active. Not all compounds are listed; rates above refer to the full screens.
no.	smiles	GBA activity up
1	CCCCS(=O)(=O)/C=C\C1C2C=CC(C2)C1S(=O)(=O)CCCC (stereo not given)	-15.3
2	COc1ccc(N(C(C)C(=O)NC2CCCCCC2)S(C)(=O)=O)cc1 (stereo not given)	-3.7
3	CCn1c(CNC(=O)c2ccc3c(c2)OCO3)nnc1SCC(=O)Nc1cc(C)ccc1OC	-15.5
4	Cc1ccc(S(=O)(=O)N(C)CCCC(=O)n2nc(C)cc2C)cc1	21.6
5	CN(C)c1nc(C(=O)OCCO)nc(N(C)C)n1	0.4
6	O=c1[nH]c(C2CCCN(S(=O)(=O)c3ccccc3)C2)nc2c1nnn2Cc1ccccc1 (stereo not given)	-10.7
7	CN(Cc1ccccc1)S(=O)(=O)c1ccc(NS(C)(=O)=O)cc1	-28.8
8	COc1cc2c(cc1NC(=O)c1ccc3c(c1)OCO3)oc1ccccc12	6.1
9	Cc1ccc(N2CC(C(=O)N3CCN(c4ccccc4)CC3)CC2=O)cc1 (stereo not given)	-10.8
10	O=C(CSc1nnc(C2CCCCC2)n1-c1ccccc1)NCc1ccco1	54.8
11	CCN(Cc1ccncc1)S(=O)(=O)c1ccc(C(C)=O)cc1	-3.4
12	O=C(NCC(c1cccnc1)N1CCN(c2ccccc2)CC1)c1ccc2c(c1)OCO2 (stereo not given)	18.6
13	Cc1cc(NC(=O)COc2cccc3cccnc23)no1	-12.1
14	CCC(c1nc2ccccc2c(=O)n1-c1cccnc1)N1C(=O)c2ccccc2C1=O (stereo not given)	-9.6
15	Cc1cc(N2CCN(c3nnnn3-c3ccccc3)CC2)n2ncnc2n1	-2.5
16	CCN(CC)CCNC(=O)c1ccc2c(c1)ncn2C1CCCCC1	0.5
17	O=C(Nc1nnc(-c2ccccc2Cl)o1)c1cccnc1	-8.6
18	COc1ccc(OC)c(NC(=O)c2cc3ccccc3o2)c1	-1.1
19	c1ccc(Cn2nnc3c(N4CCCC4)ncnc32)cc1	-37.2
20	O=S(=O)(NC1CCCCC1)c1ccc(Cl)s1	-41.1
21	O=C(COc1ccc(F)cc1Br)N1CCc2ccccc21	-11.7
22	CC(C)C(=O)N1CCN(c2ccccc2NC(=O)Cc2ccc(Cl)cc2)CC1	-24.9
23	Cc1cccc(OCCCC(=O)O)c1C	-12.3
24	Cc1csc(OCc2ccc(C#N)cc2)n1	9.0
25	COc1ccc(-c2noc(CSc3nnc(CCc4ccccc4)n3-c3ccccc3)n2)cc1OC	6.6
26	O=S(=O)(Nc1ccc(C(F)(F)F)cc1)c1cnc[nH]1	1.0
27	Cc1ccc2ccc(S(=O)(=O)n3nc(C)cc3C)cc2c1	-16.1
28	CCN=C1SCC(=O)N1c1ccc(OC)cc1	-13.2
29	COC(=O)CN(c1ccc(C)cc1)S(=O)(=O)c1ccc2c(c1)n(C)c(=O)c(=O)n2C	-11.6
30	C#CCOC(=O)c1ccccc1C(=O)N(CC)CC	11.6
31	O=C1Nc2ccccc2C(O)(C(=O)NCc2ccco2)N1c1ccc(Cl)cc1 (stereo not given)	-29.8
32	CC(C)(C)S(=O)(=O)c1c(C(=O)O)cccc1C(=O)O	-6.3
33	COc1ccc(OC)c(S(=O)(=O)N2CCC(C(=O)NCC3CCCO3)CC2)c1 (stereo not given)	-7.4
34	COc1cc2c(cc1OC)C1=C(C#N)COCN1CC2	17.7
35	CC(=O)c1c(C)nc2cc(Cl)ccc2c1N	15.4
36	CC(c1ccccc1)n1c(-c2ccncc2)n[nH]c1=S (stereo not given)	-1.3
37	CC1CCN(C(=O)c2cc(-c3ccc(Cl)c(Cl)c3)on2)CC1	-3.1
38	CCc1nc(SCC(=O)NCC2CCCO2)c2oc3ccccc3c2n1 (stereo not given)	-6.5
39	O=C(c1ccc2c(c1)N(Cc1ccccc1)C(=O)CS2)N1CCOCC1	-13.4
40	CCCCC(=O)N(c1ccc(OCC)cc1)C1C=CS(=O)(=O)C1 (stereo not given)	-11.7
41	Cc1ccc(F)cc1NC(=O)C1CCCN(c2ncccn2)C1 (stereo not given)	-11.0
42	Cc1ccc(OCCn2cc(/C(N)=N/O)c3ccccc32)cc1C	-35.4
43	Cc1cc(N2CCC(C)CC2)n2nc(C)c(-c3ccccc3)c2n1	-5.7
44	CCCc1nc2c3cnn(-c4cccc(Cl)c4)c3ncn2n1	23.8
45	O=C(CSCCO)N1CCc2ccccc21	-2.0
46	CCCCCCC(=O)N1CCC(c2nc3c(nnn3Cc3ccccc3Cl)c(=O)[nH]2)CC1	30.1
47	N#CCSc1nc2cc(C(=O)N3CCCC3)ccc2c(=O)n1Cc1ccccc1	-49.7
48	O=C(NC1CCC(NC(=O)C2CCCO2)CC1)C1CCCO1 (stereo not given)	7.8
49	COc1ccccc1OCCC(=O)OCC(=O)Nc1ncc(Cl)cc1Cl	3.8
50	c1ccc(-n2nnnc2Oc2ccc(-c3nnco3)cc2)cc1	-15.3
51	CCc1nn(C(C)C(=O)NC(C)CCc2ccco2)c(=O)c2cc3occc3n12 (stereo not given)	-17.9
52	CCOc1ccc2nc(NS(=O)(=O)c3ccc(NC(C)=O)cc3)sc2c1	-44.5
53	CCn1c(SCC(=O)N2CCCC2)nc2ccccc2c1=O	48.9
54	COc1ccc(S(=O)(=O)Nc2ccccn2)c(C)c1C	-11.1
55	COc1ccc(-c2csc(N(CCCN3CCOCC3)C(=O)c3ccco3)n2)cc1	-6.3
56	CCCCn1c(SCC(=O)c2ccccc2)nc2c1c(=O)[nH]c(=O)n2C	13.4
57	CC(C)Cn1c(SCC(=O)c2ccc(Cl)s2)nnc1-c1ccco1	-10.3
58	CCOC(=O)c1ccc(NC(=O)Cn2nnc(-c3ccc(F)cc3)n2)cc1	0.3
59	Cc1noc(C)c1S(=O)(=O)N1CCCC(C(=O)NCC2CCCO2)C1 (stereo not given)	45.4
60	Cc1ccc(CSc2nc3c(c(=O)[nH]2)C(c2ccncc2)C2=C(CCCC2=O)N3)cc1 (stereo not given)	16.3

# The listing continues:
no.	smiles	GBA activity up
61	CC(=O)c1nn(-c2cccc(Cl)c2)cc1C(=O)c1ccco1	-4.0
62	Cc1cc(S(=O)(=O)n2cnc3ccccc32)c(C)cc1Cl	-21.7
63	O=C(NCc1ccccc1)C1CCCN(S(=O)(=O)c2cccnc2)C1 (stereo not given)	17.6
64	Cc1ccc(C)c(-n2nnnc2SCC(=O)NCCC2=CCCCC2)c1	-5.2
65	CCCCOC(=O)CSCC(=O)Nc1cc(C)on1	-11.7
66	O=C1NCCN1C(=O)c1ccccc1F	-16.9
67	CCCS(=O)(=O)N1CCC(C(=O)NCc2cccnc2)CC1	6.9
68	COc1ccc(-n2ncc3c(=O)n(CC(=O)N4CCCc5ccccc54)cnc32)cc1	16.9
69	CC(C)NCC(O)COc1ccc(CCOCC2CC2)cc1 (stereo not given)	-14.8
70	COC(=O)c1ccc(Cl)c(NC(=O)CN(c2ccc3c(c2)OCO3)S(C)(=O)=O)c1	-12.3
71	O=C(O)c1ccc(COc2c(F)c(F)cc(F)c2F)o1	-10.1
72	CCOc1ccc(Cc2nc(C)c(CC(=O)N3CCOCC3)c(=O)[nH]2)cc1	16.1
73	O=C(NCc1ccco1)C(c1ccco1)N(CCc1ccccc1)C(=O)Cn1nnc2ccccc21 (stereo not given)	-4.8
74	O=C(CN1C(=O)NC2(CCCC2)C1=O)N1CCN(C(=O)c2ccco2)CC1	-7.4
75	CCOc1ccc(NC(=O)Cn2nnc(-c3ccccc3NC(=O)CC)n2)cc1	-11.0
76	COc1ccc(Cl)cc1-c1n[nH]c(=S)o1	-2.2
77	Cc1c(-c2ccccc2)oc2nc3c(c(=O)n(C)c(=O)n3C)n12	-21.8
78	CC(C)CCN1CC(C(=O)NCCC2=CCCCC2)CC1=O (stereo not given)	14.7
79	Cc1ccc(/C(O)=C2\C(=O)C(=O)N(c3cc(C)on3)C2c2cccc(Br)c2)cc1 (stereo not given)	-9.1
80	CCCC12CN(C(=O)c3ccc(OC)cc3)CC(C)(CN(C(=O)c3ccc(OC)cc3)C1)C2=O	-10.9
81	CC(C)N(Cc1nc(-c2ccccc2)no1)C(=O)CSc1ccccc1	-23.8
82	COc1ccc(OCCC(=O)Nc2cc(C)on2)cc1	-14.3
83	COc1ccc(-c2coc3c(CN4CCCCC4)c(O)c(CN4CCCCC4)c(O)c3c2=O)cc1	-9.8
84	O=S(=O)(c1cccc(-c2cn3cccnc3n2)c1)N1CCCCCC1	-7.7
85	COC(=O)c1ccc(CSc2nc3c(cnn3-c3ccc(C)c(C)c3)c(=O)[nH]2)o1	10.4
86	O=C(COC(=O)C12CC3CC(CC(C3)C1)C2)NCc1ccco1	0.2
87	CCOC(=O)C1CCN(CC(=O)c2c(C)[nH]c3ccccc23)CC1	19.8
88	COc1cc2nc(C3CCC3)n(NC(=O)C3CCC(OC)CC3)c(=O)c2cc1OC (stereo not given)	3.6
89	OC(CN1CCOCC1)Cn1c(-c2cccc(Cl)c2)nc2ccccc21 (stereo not given)	-9.4
90	O=C(Oc1nsnc1N1CCOCC1)N(c1ccccc1)c1ccccc1	-69.3

# Overlap with the part before: 7 entries; new compounds follow.
no.	smiles	GBA activity up
84	O=S(=O)(c1cccc(-c2cn3cccnc3n2)c1)N1CCCCCC1	-7.7
85	COC(=O)c1ccc(CSc2nc3c(cnn3-c3ccc(C)c(C)c3)c(=O)[nH]2)o1	10.4
86	O=C(COC(=O)C12CC3CC(CC(C3)C1)C2)NCc1ccco1	0.2
87	CCOC(=O)C1CCN(CC(=O)c2c(C)[nH]c3ccccc23)CC1	19.8
88	COc1cc2nc(C3CCC3)n(NC(=O)C3CCC(OC)CC3)c(=O)c2cc1OC (stereo not given)	3.6
89	OC(CN1CCOCC1)Cn1c(-c2cccc(Cl)c2)nc2ccccc21 (stereo not given)	-9.4
90	O=C(Oc1nsnc1N1CCOCC1)N(c1ccccc1)c1ccccc1	-69.3
91	Cc1noc(C)c1COC(=O)Cc1ccc(Cl)cc1	-19.1
92	CCN1CCN(CNC(=O)c2cnccn2)CC1	-29.6
93	COC(=O)c1ccccc1NC(=O)CC(NCc1ccccc1)C(=O)O (stereo not given)	-16.5
94	CCOC(=O)c1ccc(NC(=O)CSc2nnc(-c3ccncc3)n2C)cc1	-20.6
95	COc1ccc(-c2cc(NCCc3ccncc3)n3ncnc3n2)cc1	1.7
96	O=C(CCCn1c(=S)[nH]c2cc3c(cc2c1=O)OCO3)N1CCN(c2ccccc2)CC1	-10.7
97	CC(=O)Nc1ccc(C(=O)N2CCN(C(=O)c3ccco3)CC2)cc1	4.8
98	CN(C)c1cccc(-c2nnc(SCCCC#N)o2)c1	-37.2
99	COc1c(F)c(F)c(C(=O)Nc2ccc(NC(=O)c3ccco3)cc2)c(F)c1F	-16.8
100	Cc1cc(NC(=O)CCC(=O)N(c2ccccc2)C2(C(=O)NC3CCCCC3)CCCC2)no1	-20.3
101	O=c1nc(-c2ccccc2)c2cc(Cl)ccc2[nH]1	-9.0
102	O=C(C1CCCO1)N1CCN(S(=O)(=O)c2ccccc2)CC1 (stereo not given)	6.4
103	CSc1cccc(NC(=O)CN(C2CCCCC2)S(C)(=O)=O)c1	-13.6
104	COc1ccc(CCNc2nc(C)nc3c2oc2ccccc23)cc1OC	8.1
105	Cc1[nH]nc2c1C(c1ccc(OC(=O)c3ccco3)cc1)C(C#N)=C(N)O2 (stereo not given)	10.9
106	CN1C=C(C(F)(F)F)C=C/C1=C(\C#N)c1nnc2n1CCCCC2	0.6
107	CCOC(=O)c1ccc(COC(=O)CNC(=O)CNC(=O)c2ccc(OC)cc2)o1	-15.5
108	CN(C)CCNC(CC(=O)Nc1ccc(Cl)c(Cl)c1)C(=O)O (stereo not given)	-3.2
109	O=C(Nc1cccc2ccccc12)N1CCN(c2ccc(F)cc2)CC1	-5.9
110	O=C(CNC(=O)Cn1ccc2ccccc2c1=O)NCCCN1CCCCCC1	3.2
111	Cc1c(N=C/C=C/c2ccccc2)cnn1C	-29.2
112	O=C(Nc1ccc(NC(=O)C2CC2)nc1)c1ccncc1	-27.6
113	CC1(C(=O)NC2CCCC2)CCC(=O)N1Cc1cccs1 (stereo not given)	-12.9
114	CN(c1ccc(C(=O)NCCSCc2ccco2)cc1)S(C)(=O)=O	-9.2
115	O=S(=O)(Nc1nc2ccccc2s1)c1ccc(Br)s1	-14.8
116	CCOc1ccc(NS(=O)(=O)c2ccc(OCC(=O)N3CCCC3)cc2)cc1	-34.3
117	O=C(c1cc(-n2cnnc2)ccc1Cl)N1CCN(c2nc(-c3ccccc3)cs2)CC1	-26.0
118	COC(=O)CN(n1cnnc1)S(=O)(=O)c1ccc(C)cc1	-5.2
119	O=C1CN(C(=O)CCCc2c[nH]c3ccccc23)c2ccccc2N1	-6.2
120	Cc1nn(C)c(C)c1S(=O)(=O)N1CCc2ccccc21	13.5
121	COCc1cc(C)nc(Nc2ccc(C)cc2C)c1C#N	-15.1
122	O=C(CCCN1CCOCC1)c1ccc2c(c1)OCCO2	-5.5
123	N#C/C(C(=O)c1ccccc1)=C1/CCCN1	-14.6
124	Cn1c(COc2ccccc2)nnc1SCC(=O)NCc1ccccc1	-11.8
125	Cc1cc(C)n(-c2nc3ccccc3[nH]c2=O)n1	-10.2
126	Cc1ccc(Cn2ccc(NC(=O)c3cc(-c4ccc(Cl)cc4)on3)n2)cc1	-13.7
127	CCOC(=O)CSC1=NC(=O)CS1	32.1
128	COC(=O)C1(c2ccccc2)NC(c2cccs2)C2C(=O)N(C)C(=O)C21 (stereo not given)	-8.3
129	COC(=O)c1ccc(CN2C(=O)NC3(CCC(C)CC3)C2=O)o1 (stereo not given)	-7.3
130	CCOCCCNCC(=O)N1CCN(S(=O)(=O)c2ccc(C)cc2)CC1	0.1
131	COc1ccccc1CC1(C)NC(=O)N(CC(=O)Nc2cc(C)on2)C1=O (stereo not given)	4.7
132	COc1ccc(NC(C)=O)cc1NC(=O)CSc1nnc(-c2cccnc2)n1C	-71.5
133	O=C(CSc1cccc(C(F)(F)F)c1)N1CCN(S(=O)(=O)c2ccccc2)CC1	-28.6
134	CC(C)(C)c1ccc(OCC(=O)NC2CCS(=O)(=O)C2)cc1 (stereo not given)	3.0
135	O=C(CCN1C(=O)C2C3C=CC(C3)C2C1=O)NCC1CCCO1 (stereo not given)	-11.9
136	CCOC(=O)CNC(=O)C1CCCN(c2ncccn2)C1 (stereo not given)	-5.0
137	COc1ccc(N2C(=O)C3CCCN3C2c2ccccc2)cc1Cl (stereo not given)	-66.6
138	CC1CCc2c(C(=O)NCC3CCCO3)csc2C1 (stereo not given)	-23.2
